Source: PubChem
NCOA1 inh: inhibits human SRC1 coactivator; HEK293 GAL4-SRC1 luciferase reporter, luminescence; inhibition, % at 3.6 µM; 360,000 tested, 0.12% active;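 active = inhibition above the campaign mean plus 3 SD, with each screening campaign given its own cutoff, cut at about 60% in these data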;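 also: 0% = DMSO treated cells and 100% = gossypol at 36 µM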
C8 TRAIL sens: sensitizes caspase-8 expressing cells to TRAIL | NB7+C8 cells + TRAIL, ATPlite viability luminescence | inhibition (viability loss, TRAIL sensitization), % at 10 µM | 360,000 tested, 1% active | AID 624354;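 active = compounds causing at least 50% loss of cell viability in the single-dose screen, relative to plate controls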
EBV LMP1 NFkB: Epstein-Barr LMP1 NF-kappaB reporter inhibition. inhibition, % at 12.5 µM. LMP1-induced NF-kappaB luciferase reporter cells, luminescence. 350,000 tested, 0.69% active. AID 504558; in the data active = inhibition above about 41%;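 also: 0% = neutral control wells and 100% = reference inhibitor control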
NCOA2 inhibitor: human SRC2 (NCOA2) inhibition. Q15596. HEK293 GAL4-SRC2 luciferase reporter, luminescence. inhibition, % at 9 µM. 370,000 tested, 0.17% active. AID 651957;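 active = inhibition above the mean inhibition of all tested compounds plus 3 SD, set per campaign, cut at about 52% in these data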;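 also: 0% = DMSO treated cells and 100% = cells given Gossypol at 36 µM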
COUP-TFII inh: blocks human COUP-TFII nuclear receptor; P24468; HEK293T NGFI-A luciferase reporter, luminescence; inhibition, % at 8.6 µM; 370,000 tested, 0.7% active; AID 686940;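 active = inhibition above a per-plate cutoff, mean inhibition of test wells between control levels plus 3 SD, cut at about 38% in these data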;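 also: cells cotransfected with COUP-TFII expression vector driving the NGFI-A reporter; 0% = median of COUP-TF2 test wells and 100% = reporter-only cells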
NOD2 RIPK2 PPI: NOD2-RIPK2 protein interaction inhibition | CHO BLA complementation NOD2-RIPK2, CCF4 ratio | inhibition, % at 4.98 µM | 360,000 tested, 0.38% active; in the data active = inhibition above about 21%;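 also: 0% = vehicle only and 100% = reference blocker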
Vif imaging: blocks HIV Vif function; HEK293T cells, Vif self-association by quenched fluorescence, imaging, 24 h; inhibition, % at 7.49 µM; 340,000 tested, 0.35% active; AID 602346; in the data active = inhibition above about 50%, passing the limit was not always enough; also: some results filed as inactive read as strong as hits
SRC3 inh: inhibitors of human steroid receptor coactivator 3 (SRC3). inhibition, % at 3.6 µM. AID 588352. 360,000 tested, 0.17% active. Q9Y6Q9. HEK293 GAL4-SRC3 luciferase reporter, luminescence;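 active = inhibition above a per-campaign cutoff, the mean of all compounds plus 3 SD, cut at about 60% in these data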;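 also: 0% = DMSO-treated cells and 100% = gossypol-treated cells at 36 µM; higher means less SRC3-driven luciferase light from the GAL4 reporter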
Target sequence (Q9Y6Q9 whole entry, looked up, the tested form may be a part): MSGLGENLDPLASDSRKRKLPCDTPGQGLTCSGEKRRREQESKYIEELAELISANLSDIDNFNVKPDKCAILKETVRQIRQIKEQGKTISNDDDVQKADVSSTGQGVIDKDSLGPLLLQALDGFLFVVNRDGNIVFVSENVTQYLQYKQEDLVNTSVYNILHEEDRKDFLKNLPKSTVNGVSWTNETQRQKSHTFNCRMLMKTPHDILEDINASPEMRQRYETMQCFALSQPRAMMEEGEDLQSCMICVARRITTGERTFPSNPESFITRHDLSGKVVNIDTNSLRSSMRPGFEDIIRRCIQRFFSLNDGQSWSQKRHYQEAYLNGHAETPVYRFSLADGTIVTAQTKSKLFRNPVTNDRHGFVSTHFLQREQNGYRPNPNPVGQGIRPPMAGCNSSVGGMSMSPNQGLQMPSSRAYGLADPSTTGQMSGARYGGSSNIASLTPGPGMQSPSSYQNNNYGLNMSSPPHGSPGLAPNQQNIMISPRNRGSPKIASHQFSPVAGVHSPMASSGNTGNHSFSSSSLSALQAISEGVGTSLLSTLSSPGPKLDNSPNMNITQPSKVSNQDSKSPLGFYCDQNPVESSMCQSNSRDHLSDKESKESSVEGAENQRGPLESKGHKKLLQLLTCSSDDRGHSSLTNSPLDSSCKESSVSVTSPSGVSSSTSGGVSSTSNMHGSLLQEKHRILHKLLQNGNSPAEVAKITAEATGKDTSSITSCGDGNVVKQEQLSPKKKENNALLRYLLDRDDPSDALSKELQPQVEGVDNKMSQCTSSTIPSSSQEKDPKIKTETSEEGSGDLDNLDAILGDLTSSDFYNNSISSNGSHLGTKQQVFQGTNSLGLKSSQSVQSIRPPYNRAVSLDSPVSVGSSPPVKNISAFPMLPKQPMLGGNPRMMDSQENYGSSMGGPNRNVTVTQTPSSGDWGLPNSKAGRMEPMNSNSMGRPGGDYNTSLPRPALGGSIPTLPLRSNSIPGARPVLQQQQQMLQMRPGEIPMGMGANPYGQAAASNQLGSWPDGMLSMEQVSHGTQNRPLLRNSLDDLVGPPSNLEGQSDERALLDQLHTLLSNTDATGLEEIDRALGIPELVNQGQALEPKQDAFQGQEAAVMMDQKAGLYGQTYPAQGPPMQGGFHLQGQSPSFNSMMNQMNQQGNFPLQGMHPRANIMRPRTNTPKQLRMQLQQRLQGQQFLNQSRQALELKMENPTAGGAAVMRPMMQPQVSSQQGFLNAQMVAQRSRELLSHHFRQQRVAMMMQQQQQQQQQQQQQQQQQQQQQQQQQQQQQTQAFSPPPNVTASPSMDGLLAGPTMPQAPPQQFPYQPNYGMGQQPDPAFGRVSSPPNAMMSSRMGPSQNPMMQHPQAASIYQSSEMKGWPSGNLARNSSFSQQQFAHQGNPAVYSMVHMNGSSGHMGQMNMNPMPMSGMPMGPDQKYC
TLR9-MyD88 inh: blocks human TLR9 binding to MyD88. 340,000 tested, 0.21% active. inhibition, % at 4.98 µM. Q9NR96+Q99836. CHO BLA complementation TLR9-MyD88, CCF4 FRET ratio;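 active = inhibition above the mean over all tested compounds plus 3 SD, cut at about 21% in these data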;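 also: 0% = DMSO only wells and 100% = clavulanate BLA inhibitor control wells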
TROY signal inh: TROY signaling inhibition; Q293 LMP1-TROYcd NF-kB luciferase reporter, 4 h; 360,000 tested, 0.98% active; inhibition, % at 10 µM;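 active = compounds whose plate-normalised and pattern-corrected inhibition of the luciferase reporter signal at the single screening dose is 50% or more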
NR5A2 inv ag: suppresses constitutive activity of human LRH-1; O00482; 360,000 tested, 0.13% active; inhibition, % at 3.6 µM; HEK293T StAR-luciferase reporter, LRH-1 transfected, 24 h;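 active = inhibition above the mean inhibition of all tested compounds plus 3 SD, cut at about 73% in these data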;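 also: 0% = DMSO wells and 100% = reporter-only cells lacking LRH-1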
* hit, by the source's call; . = not tested or not shown.

canonical_smiles | NCOA1 inh | C8 TRAIL sens | EBV LMP1 NFkB | NCOA2 inhibitor | COUP-TFII inh | NOD2 RIPK2 PPI | Vif imaging | SRC3 inh | TLR9-MyD88 inh | TROY signal inh | NR5A2 inv ag
CCCCCCSc1ccc([C@@H]2[C@H]3C(=O)N(C)C(=O)[C@H]3[C@]3(C(=O)OC)CCCCN23)cc1 | 3 | 9 | 10 | 6 | 15 | -5 | -5 | 15 | 9 | 4 | 3
CCCCN(C(=O)c1ccncc1)c1c(N)n(CCC)c(=O)[nH]c1=O | -4 | 0 | 9 | 12 | -1 | -1 | 2 | -8 | -5 | 7 | 13
O=C(O)CCC(=O)Nc1sc2c(c1C(=O)NC1CCCC1)CCCC2 | -5 | -7 | 2 | 6 | -10 | -2 | -7 | 12 | 4 | -28 | -20
COc1ccc(C(=O)N2CCCC(C)(C(=O)NS(=O)(=O)C3CC3)C2)c(OC)c1 (stereo unspecified) | 1 | 2 | . | -4 | -7 | -15 | 17 | -2 | . | -11 | 1
O=C(CN1C(=O)C(=O)N(Cc2ccccc2)C1=O)Nc1ccc(OC(F)F)cc1 | -26 | 5 | 1 | -3 | -14 | 4 | 1 | 12 | -2 | -1 | 8
Cn1cccc1Cc1nnc(SCC(=O)Nc2cccc(F)c2)n1CCc1ccccc1 | -6 | -4 | -8 | 9 | -1 | -5 | 3 | 2 | 3 | 5 | -9
CSCCC(=O)N(C)CC1CCCN(CCc2cccc(C(F)(F)F)c2)C1 (stereo unspecified) | 8 | 10 | 10 | 17 | 0 | -12 | 3 | 4 | -2 | 11 | -3
CC(C)(C)c1ccccc1NC(=O)CN1C(=O)NC2(CCCCCC2)C1=O | 11 | -8 | 0 | 21 | -4 | -5 | -7 | -1 | -6 | -7 | -7

Further records.
canonical_smiles | NCOA1 inh | C8 TRAIL sens | EBV LMP1 NFkB | NCOA2 inhibitor | COUP-TFII inh | NOD2 RIPK2 PPI | Vif imaging | SRC3 inh | TLR9-MyD88 inh | TROY signal inh | NR5A2 inv ag
COc1cccc(N=Nc2ccc3cccnc3c2O)c1 | -37 | 28 | 39 | -107 | 21 | 9 | 5 | 7 | 1 | 17 | -8
CCCn1c(SCC(=O)N2CCN(c3ccccc3)CC2)nc2ccccc2c1=O | 0 | -1 | 5 | -5 | -9 | -4 | -7 | -7 | -6 | 26 | -2
COCCOC(=O)c1c(NC(=O)CSc2cccc[n+]2[O-])sc(C(N)=O)c1C | 13 | 22 | 3 | -5 | 9 | -2 | 1 | 21 | 4 | 3 | 1
Cc1ccccc1C(=O)c1cccn1CC(=O)NCc1cccc(Cl)c1 | -14 | -5 | -4 | -14 | -6 | 15 | -7 | -12 | 2 | -43 | 3
Cc1cc(N2CCCC2)ccc1NC(=O)COc1ccccc1 | -6 | -1 | 9 | 10 | 3 | 9 | 9 | -5 | 1 | -13 | -12
C=CCNc1nc(C(=O)OC(C)C(=O)c2ccc(C)cc2)cs1 (stereo unspecified) | -50 | -1 | 2 | -62 | -7 | 12 | -1 | -43 | -11 | -44 | -74
O=C(Nc1ccc2c(c1)OCO2)N1CCCc2ccccc21 | -26 | 0 | -5 | -39 | -16 | 2 | -2 | -18 | 2 | 11 | -59
CCN(CC)S(=O)(=O)c1ccc(C(=O)Nc2cc(C)on2)cc1 | -14 | -6 | 0 | -12 | 5 | -8 | -10 | 0 | -9 | -5 | -1

(continued)
canonical_smiles | NCOA1 inh | C8 TRAIL sens | EBV LMP1 NFkB | NCOA2 inhibitor | COUP-TFII inh | NOD2 RIPK2 PPI | Vif imaging | SRC3 inh | TLR9-MyD88 inh | TROY signal inh | NR5A2 inv ag
CCCCN(C(=O)c1cccc(S(=O)(=O)N2CCN(C)CC2)c1)c1c(N)n(CCC)c(=O)[nH]c1=O | -10 | -5 | 0 | -13 | -17 | 0 | -11 | 10 | 4 | 2 | 13
O=C(Oc1coc(CSc2nnc(NC(=O)c3cccs3)s2)cc1=O)c1ccccc1 | 1 | 0 | -5 | -11 | 2 | -17 | -3 | -5 | 2 | -2 | -3
COc1ccc(S(=O)(=O)N2CCN3CCCC3C2)cc1 (stereo unspecified) | 7 | 0 | 7 | -12 | -17 | -12 | 10 | -1 | -11 | 12 | -5
COc1cccc(/C=N/Nc2ncc(C(F)(F)F)cc2Cl)c1O | 1 | 42 | 27 | -6 | -13 | -2 | -2 | 14 | -8 | -7 | 1
COCCN1C(=O)c2oc3ccccc3c(=O)c2C1c1cccc(O)c1 (stereo unspecified) | 1 | 5 | 0 | -30 | 0 | 3 | 7 | 8 | -5 | -6 | -16
CCOC(=O)C1=C[C@@H](c2ccccc2)N(S(=O)(=O)c2ccc(C)cc2)[C@H]1c1ccc(F)cc1 | 20 | 36 | . | 35 | 20 | -24 | . | -9 | . | 5 | 3
COc1ccccc1CNc1nc2cc(-c3ccc(OC)c(OC)c3)sc2c(=O)n1C | 7 | 9 | . | 12 | 41* | 11 | -4 | -23 | . | 44 | 1
COCCN1CC(O)=C(c2nc3ccccc3c(=O)[nH]2)C1=N | 3 | 5 | -4 | 6 | -16 | -8 | -18 | -13 | 3 | -6 | -4

(next part)
canonical_smiles | NCOA1 inh | C8 TRAIL sens | EBV LMP1 NFkB | NCOA2 inhibitor | COUP-TFII inh | NOD2 RIPK2 PPI | Vif imaging | SRC3 inh | TLR9-MyD88 inh | TROY signal inh | NR5A2 inv ag
COCCOC(=O)c1[nH]c2c(c1C)C(=O)CC(c1cc(OC)ccc1OC)C2 (stereo unspecified) | 6 | 17 | -1 | -26 | -22 | -3 | 24 | 5 | 8 | -5 | 1
O=C(NNC(=S)NCc1ccccc1)c1ccc(OC(F)F)cc1 | -3 | -13 | -4 | -22 | -4 | -1 | -5 | 14 | -18 | -13 | 9
COC(=O)c1ccc(C2NC(=O)CCC2[N+](=O)[O-])cc1 (stereo unspecified) | 1 | 0 | 0 | 13 | 15 | -16 | -3 | 2 | -6 | -6 | -2
Cn1nnnc1SCC(=O)NC(C)(C)C | -5 | 5 | 0 | -1 | 0 | -1 | . | 4 | -13 | -3 | 22
CC(C)(C)C1=CC(O)(c2ccccc2)C=C(C(C)(C)C)C1=O | 19 | -16 | 2 | -20 | 21 | -10 | -7 | -7 | 4 | -9 | 1
Cc1cc(C(=O)NC2=NCCS2)c2ccccc2n1 | -6 | 0 | -5 | 20 | 11 | 1 | 3 | -9 | -6 | -1 | -9
O=C(Nc1cccc(C(=O)O)c1)/C(=C\c1ccc2c(c1)OCO2)NC(=O)c1ccccc1 | -13 | -15 | -1 | -6 | 1 | -7 | 6 | 3 | . | -7 | 3
O=C(O)C(=Cc1cc2c(cc1[N+](=O)[O-])OCO2)c1cc2c(cc1Br)OCO2 | -13 | -16 | 1 | 3 | 7 | -8 | -1 | -10 | 6 | 11 | -12

Compound profiles, as listed above.
O=C(O)C(=Cc1cc2c(cc1[N+](=O)[O-])OCO2)c1cc2c(cc1Br)OCO2 as listed: NCOA1 inh: -13; C8 TRAIL sens: -16; EBV LMP1 NFkB: 1; NCOA2 inhibitor: 3; COUP-TFII inh: 7; NOD2 RIPK2 PPI: -8; Vif imaging: -1; SRC3 inh: -10; TLR9-MyD88 inh: 6; TROY signal inh: 11; NR5A2 inv ag: -12
CC(C)(C)C1=CC(O)(c2ccccc2)C=C(C(C)(C)C)C1=O as listed: NCOA1 inh: 19; C8 TRAIL sens: -16; EBV LMP1 NFkB: 2; NCOA2 inhibitor: -20; COUP-TFII inh: 21; NOD2 RIPK2 PPI: -10; Vif imaging: -7; SRC3 inh: -7; TLR9-MyD88 inh: 4; TROY signal inh: -9; NR5A2 inv ag: 1
O=C(Nc1cccc(C(=O)O)c1)/C(=C\c1ccc2c(c1)OCO2)NC(=O)c1ccccc1 as listed: NCOA1 inh: -13; C8 TRAIL sens: -15; EBV LMP1 NFkB: -1; NCOA2 inhibitor: -6; COUP-TFII inh: 1; NOD2 RIPK2 PPI: -7; Vif imaging: 6; SRC3 inh: 3; TLR9-MyD88 inh: .; TROY signal inh: -7; NR5A2 inv ag: 3

The list goes on:
canonical_smiles | NCOA1 inh | C8 TRAIL sens | EBV LMP1 NFkB | NCOA2 inhibitor | COUP-TFII inh | NOD2 RIPK2 PPI | Vif imaging | SRC3 inh | TLR9-MyD88 inh | TROY signal inh | NR5A2 inv ag
CCCN(CCC)S(=O)(=O)c1ccc(C(=O)Nc2nnc(CSC)o2)cc1 | -7 | 20 | -3 | 1 | 15 | -4 | -22 | 6 | -5 | 6 | 1
Cn1c(=O)c2c(nc(CN3CCOCC3)n2CC(=O)c2ccccc2)n(C)c1=O | 3 | 3 | -3 | 19 | 9 | -1 | 19 | 16 | 4 | 10 | 96*
Cc1ccc(NC(=O)COc2ccccc2C#N)cc1S(=O)(=O)N1CCCCCC1 | -10 | -4 | 0 | -17 | 6 | -10 | -10 | -59 | -6 | 24 | -40
COc1ccc(-c2nc(CN3CCN(Cc4cccc(Cl)c4)CC3)c(C)o2)cc1 | 5 | 9 | 6 | -13 | 18 | -1 | -12 | 12 | -3 | 0 | -7
COc1ccc(OC)c(NC(=O)C2CCN(C(=O)C3CC(=O)N(c4ccc(C)cc4)C3)CC2)c1 (stereo unspecified) | -16 | -7 | -4 | -12 | 3 | -4 | -3 | -22 | -4 | -30 | -6
Cc1ccc(C(=O)OCC(=O)Nc2cccc(Cl)c2C)c(O)c1 | -11 | -21 | -12 | -46 | 5 | -1 | -3 | 4 | 1 | -21 | 0
Cc1ccc2ccccc2c1C(O)c1ncc(-c2ccc(Cl)cc2)[nH]1 (stereo unspecified) | -2 | -1 | . | 31 | -4 | 11 | -5 | -7 | . | 13 | -2
CCc1ccc(CNC(=O)c2ccc3nc(C4CCCCC4)oc3c2)nc1 | -34 | 3 | -4 | -6 | -4 | -6 | 3 | -35 | -5 | -13 | -23

(list continues)
canonical_smiles | NCOA1 inh | C8 TRAIL sens | EBV LMP1 NFkB | NCOA2 inhibitor | COUP-TFII inh | NOD2 RIPK2 PPI | Vif imaging | SRC3 inh | TLR9-MyD88 inh | TROY signal inh | NR5A2 inv ag
O=C1CCN(Cc2ccco2)C(=S)N1 | -2 | -8 | 1 | -7 | 2 | -1 | 13 | 4 | -8 | -9 | -21
CCc1noc(C)c1C(=O)N1CCCC(Nc2cccc(F)c2)C1 (stereo unspecified) | 8 | -6 | 2 | 17 | -13 | -12 | 6 | -21 | -4 | -6 | -16
NC(CO)c1csc(NC(=O)Nc2ccccc2Cc2ccccc2)n1 (stereo unspecified) | -4 | -31 | . | -21 | -14 | 2 | 3 | 1 | . | -4 | 14
Cc1cccn2c(CNCC3(c4ccccc4)CCCC3)c(C(=O)N3CCOCC3)nc12 | -14 | 16 | 19 | -32 | 4 | -6 | -3 | 33 | 5 | 11 | -6
CCOc1ccccc1N1C(=O)CC(Sc2ccccc2N)C1=O (stereo unspecified) | -10 | -2 | -4 | -28 | 10 | -6 | 11 | -18 | 1 | -14 | -8
C=CCNC(=O)C(=O)c1cccn1-c1ccsc1C(=O)OC | -5 | 3 | -5 | -10 | 0 | 2 | -11 | 6 | -4 | -19 | -6
O=C(CCCN1C(=O)/C(=C/c2ccc3c(c2)OCO3)SC1=S)Nc1ccc(C(=O)O)cc1 | -1 | 8 | 10 | 50 | 18 | 3 | -2 | -4 | -1 | 19 | 7

The list is partial; the hit share may differ from the screen's.
